# Screening data as filed in PubChem BioAssay.
# TCR activator: T cell receptor activation; primary human leukocytes, anti-CD3, IL-2 HTRF, 48 h; Potency, µM (top dose mostly 9.22 µM), for the others: at the top dose activation of IL-2 secretion, most hits filed as activators; 330,000 tested, under 10 active; AID 504894; further: % of control where 0% means no effect
#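 IL-2 release read by HTRF sandwich (Eu cryptate donor, d2 acceptor, 665 nm emission) after 48 hr exposure of primary human leukocytes to compound together with anti-CD3 beads in the absence of co-stimulatory signals.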
# TSG101-PTAP inh: blocks PTAP/TSG101 interaction to inhibit HIV-1 budding; Q99816; Fluorescence polarization, FITC-PTAP peptide / Tsg101 binding; Potency, µM (titrated, usually from 115 µM), without a hit: top-dose activity change, negative = inhibition, actives largely listed as inhibitors; 340,000 tested, under 10 active; AID 493005; active means well fitted inhibition curve with a large enough effect in the main read-out, with a control signal flat, not every such curve was filed as active; inconclusive means small, poorly fitted or top-dose-only effect, or effect the other way, or a change in a side signal; inactive means no such curve, though single readings can be large or run the other way; further: potency means the concentration at half of the fitted maximal effect; % of control where 0% means no effect
# Target sequence (Q99816 whole entry, looked up): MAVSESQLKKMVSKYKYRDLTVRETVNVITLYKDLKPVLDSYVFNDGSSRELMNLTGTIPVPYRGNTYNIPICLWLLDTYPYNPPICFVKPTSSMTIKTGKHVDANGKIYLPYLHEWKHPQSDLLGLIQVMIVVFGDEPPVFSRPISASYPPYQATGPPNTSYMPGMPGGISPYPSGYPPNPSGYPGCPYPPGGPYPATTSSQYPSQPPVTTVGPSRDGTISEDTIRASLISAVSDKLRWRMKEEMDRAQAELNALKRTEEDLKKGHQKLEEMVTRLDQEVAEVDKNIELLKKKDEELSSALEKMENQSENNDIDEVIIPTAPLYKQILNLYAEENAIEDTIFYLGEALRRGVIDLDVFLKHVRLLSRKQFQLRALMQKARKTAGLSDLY
#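 Tsg101 binding domain (10 uM final) was mixed with compound and a FITC-labeled PTAP peptide (50 nM final) in HEPES pH 7.5 buffer with NaCl, Tween 20, EDTA and TCEP; fluorescence polarization was read after 20 min at r.t.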
# uPA generation: cell surface uPA generation inhibition; hit rate 0.31% among 330,000; Potency, µM (top dose mostly 38.3 µM), inactives show at the highest dose activity change, negative = inhibition, most hits filed as inhibitors; cell surface uPA generation assay, qHTS; AID 540303; active means well fitted inhibition curve with a large enough effect; inconclusive means small, poorly fitted or top-dose-only effect; inactive means no such curve, though single readings can be large or run the other way; tested in mouse RAW 264.7 cells; further: potency means the concentration at half of the fitted maximal effect; on the % scale 0 is the no-effect control and ±100 the full control effect; nearly all actives have a fitted effect of over 55% in size
# ELG1 DNA repair: ELG1-dependent DNA repair inhibition. AID 504467. hit rate 2.3% among 330,000. Potency, µM (series often up to 46.1 µM), inactives show at the top dose activity change, negative = inhibition, hits mostly inhibitors. HEK293T ELG1-luciferase reporter, luminescence, 16 h; DNA damage induced by 5-fluorouridine; further: potency means the concentration at half of the fitted maximal effect; on the % scale 0 is the no-effect control and ±100 the full control effect; nearly all actives have a fitted effect of over 55% in size
#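 Quantitative HTS, concentration-response format. 2,000 cells/well co-treated with 5-fluorouridine and compound, 16 hr in 5% CO2 at 37 °C; ONE-Glo luminescence read after 30 min.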
# Mito fusion yeast: inhibitors of mitochondrial division or activators of mitochondrial fusion. hit rate 0.23% among 320,000. S. cerevisiae fusion-defective mutant growth rescue, CellTiterGlo 48 h. Potency, µM (highest dose often 46.1 µM), for inactives: at the highest dose growth rescue (activation), usual class: activators;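 further: potency means the concentration at half of the fitted maximal effect; % of control where 0% means no effect; nearly all actives have a fitted effect of over 45% in size; temperature-sensitive fusion mutants such as fzo1-1 at 37 °C on non-fermentable ethanol glycerol medium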
#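 Luminescent cell viability in 1536-well qHTS format served as the measure of rescued growth in ts fusion-mutant S. cerevisiae cultured on non-fermentable YPEG for 48 hours at 37C.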
# B2AR arrestin: recruits beta-arrestin to the human beta2-adrenergic receptor. P07550. beta-arrestin recruitment to beta2AR, cell-based reporter. Potency, µM (titrated, usually from 46.1 µM), inactives show top-dose activation, hits mostly activators. hit rate 0.02% among 330,000. AID 492947;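 further: potency means the concentration at half of the fitted maximal effect; 0% = DMSO controls and full agonism = EC100 isoproterenol or metaproterenol; nearly all actives have a fitted effect of over 65% in size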
# Eya2 inh: inhibitors of human Eya2 phosphatase activity; Potency, µM (highest dose often 76.9 µM), for inactives: at the top dose activity, negative = inhibition, actives largely listed as inhibitors; O00167; hit rate 0.006% among 330,000; AID 488837; recombinant Eya2, OMFP fluorescence dephosphorylation (OMFP is methylfluorescein phosphate); further: potency means the concentration at half of the fitted maximal effect; on the % scale 0 is the no-effect control and ±100 the full control effect
#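 Eya2 (0.2 uM) preincubated 10 min at ambient with compound, then OMFP substrate added at 50 uM; 10 min reaction in 50 mM HEPES pH 7.5, 50 mM NaCl, 5 uM MgCl2, 0.05% BSA, 1 mM DTT. Fluorescence read at Ex 485/Em 525 nm.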
# TSHR antagonist: blocks TSH signaling through the human TSH receptor | TSHR-expressing cells, TSH-stimulated cAMP HTRF, 2 h; stronger effect = lower value | activity change, negative = inhibition, % at 11.5 µM | hit rate 0.2% among 330,000;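 active means activity change below a set negative limit, meaning inhibition stronger than a set level, cut at about -70% in these data; inconclusive means activity change between two set negative limits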; further: on the % scale 0 is the no-effect control and ±100 the full control effect
#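 Antagonism was scored as loss of TSH-driven cAMP in TSHR cells, stimulated with 4nM TSH (EC80) for 2 hours at 37 deg C and detected by homogeneous HTRF competition immunoassay.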
# USP2a block: USP2a (human) protease inhibition | hit rate 0.01% among 330,000 | USP2 core, Ub-CHOP2 coupled fluorogenic reporter, 485/531 | Potency, µM (top dose mostly 38.3 µM), for inactives: top-dose activity change, negative = inhibition, hits mostly inhibitors | O75604;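 further: potency means the concentration at half of the fitted maximal effect; plate controls were DMSO wells for no effect and full inhibition by NEM control for full effect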
# Target sequence (O75604 whole entry, looked up): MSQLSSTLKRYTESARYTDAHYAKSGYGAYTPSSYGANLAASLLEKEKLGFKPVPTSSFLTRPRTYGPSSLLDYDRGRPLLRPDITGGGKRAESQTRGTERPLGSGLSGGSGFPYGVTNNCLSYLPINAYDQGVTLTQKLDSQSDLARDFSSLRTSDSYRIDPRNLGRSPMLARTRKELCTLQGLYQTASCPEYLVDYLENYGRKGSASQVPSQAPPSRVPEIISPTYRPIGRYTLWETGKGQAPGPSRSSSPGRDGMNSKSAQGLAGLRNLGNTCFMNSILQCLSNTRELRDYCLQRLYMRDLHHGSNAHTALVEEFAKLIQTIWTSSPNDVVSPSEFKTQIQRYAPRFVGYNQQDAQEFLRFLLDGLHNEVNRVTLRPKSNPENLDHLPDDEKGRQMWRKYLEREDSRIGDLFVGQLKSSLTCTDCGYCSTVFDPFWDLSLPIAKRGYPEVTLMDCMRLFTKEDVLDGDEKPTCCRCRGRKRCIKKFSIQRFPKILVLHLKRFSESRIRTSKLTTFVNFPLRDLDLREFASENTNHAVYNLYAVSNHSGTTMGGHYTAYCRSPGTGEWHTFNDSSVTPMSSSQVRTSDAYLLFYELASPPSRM
#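 Cell-free coupled assay: 10nM USP2 core preincubated 30min RT with compound in Tris-HCl pH 8.0/CaCl2/CHAPS buffer, then 25nM Ub-CHOP2 and 25nM reporter substrate; fluorescence (Ex 485/Em 531) read after 60min RT, normalized to NEM inhibition, concentration-response curves fitted.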
# BCR signal inh: inhibitors of chronic active B-cell receptor signaling | Potency, µM (doses to about 46.1 µM), without a hit: at the highest dose ratio change, negative = lower green/red ratio, hits mostly inhibitors | hit rate 0.05% among 340,000 | ABC-DLBCL IkBa-CBG/CBR reporter, luminescence ratio, 4 h; active means well fitted inhibition curve with a large enough effect in the signal ratio, with a control signal flat, not every such curve was filed as active; inconclusive means small, poorly fitted or top-dose-only effect, or effect the other way, or a change in a side signal; the % refers to the signal ratio;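 further: potency means the concentration at half of the fitted maximal effect; plate controls were basal doxycycline-induced cells for no effect and cells given 10 µM MG132 for full effect; MG132 reads +100%, hits lower the ratio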
#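 TMD8 human ABC-DLBCL cells with doxycycline-inducible IκBα–green luciferase fusion and unfused red luciferase, in 0.5% FBS medium; compounds up to 46 uM, 4 h at 37C. Green/red luminescence ratio, filter-overlap corrected, fitted to concentration-response curves.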
# Tb PFK block: inhibitors of T. brucei phosphofructokinase. Potency, µM (doses to about 57.5 µM), for the others: at the highest dose activity, negative = inhibition, most hits filed as inhibitors. AID 485367. O15648. T. brucei PFK, ADP-Glo luminescence. hit rate 0.17% among 330,000;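 further: potency means the concentration at half of the fitted maximal effect; 0% = uninhibited 1x PFK enzyme wells and -100% = no-enzyme wells; nearly all actives have a fitted effect of over 60% in size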
#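 ADP-Glo luminescence quantified ADP after 45 min at room temperature, with 1.25 nM T. brucei PFK, 0.1 mM ATP and 0.5 mM fructose-6-phosphate in pH 8.0 TEA buffer. qHTS titrations up to 57 µM; curves classified by quality.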
# Starred values were filed as active, the others as inactive; ? = inconclusive; nt = no result given; [ ] = another dose, or the depositor's remark. Unless noted, the call rests on the fitted dose curve; in most records, active means well fitted curve in the direction sought with a large enough effect; inconclusive means small, poorly fitted or top-dose-only effect, or another doubt; inactive means no such curve, though single readings can be large; an effect the other way counts as inactive or inconclusive.
SMILES	TCR activator	TSG101-PTAP inh	uPA generation	ELG1 DNA repair	Mito fusion yeast	B2AR arrestin	Eya2 inh	TSHR antagonist	USP2a block	BCR signal inh	Tb PFK block
O=C(Oc1ccccc1C(=O)Oc1ccccc1)c1ccco1	nt	-4%	nt	-1%	-2%	0.2%	-11%[15.4 µM]	0	2%	3%	4%
O=C(CN1CCN(CCC(=O)Nc2ccccc2F)CC1)Nc1ccc(F)cc1	10%	-3%	-2%	-2%	1%	0.2%	1%	7	3%	-1%	-4%
O=C(CNC(=O)c1ccccn1)N/N=C/c1ccccc1	-3%	-2%	4%	17%	0%	-0.2%	8%	-27	2%	-15%	1%
CCOc1cc(NC(=S)NCCCOC)c(OCC)cc1NC(=O)c1ccco1	5%[46.1 µM]	-2%	6%	-26%	-3%	-0.5%	-2%	27	1%	1%	-2%
COC(=O)c1ccc(NC(=O)c2c(C(=O)Nc3ccccc3)sc3nc(C)cc(=O)n23)cc1	-11%	-4%	7%	12%	-9%	0.1%	-4%	-1	-1%	5%	1%
CN(C)C(=S)Nc1ccc(Cl)cc1	2%	-1%	1%	-8%	3%	-0.1%	-29%	2	0%	?	-1%
Cc1cc(NC(=O)CS(=O)(=O)c2cn(Cc3ccc(F)cc3)c3ccccc23)no1	0%	-4%	-26%	?	4%	-0.5%	-7%	-11	1%	-13%	-2%
Oc1ccc2ccccc2c1CNc1cnc2ccccc2c1	nt	0%	-2%	?	-1%	-0.5%	0%	-7	0%	?	-17%
Cc1ccc(NC(=O)C(C)c2ccc([N+](=O)[O-])cc2)cc1Cl (configuration not stated)	1%[46.1 µM]	0%	4%	-17%	?	0.3%	-12%	-27	-1%	13%	-6%
COc1ccc(NC(=O)COC(=O)Cc2cccs2)cc1OC	-6%	-5%	-1%	17%	5%	0.2%	-1%	-3	0%	5%	-3%
CC1=CC(C)(C)N(C(=O)Nc2ccccc2)c2ccccc21	-2%	1%	-1%	13%	-3%[9.22 µM]	0.1%	13%	37	-2%	14%	0%
O=C1CC(c2ccc(S(=O)(=O)NCc3ccncc3)cc2)CN1 (configuration not stated)	5%	2%	-2%	-12%	-2%	-0.2%	2%	-4	2%	-4%	-1%
O=C1/C(=C\c2ccco2)NC(=S)N1c1ccccc1	-2%	-6%	-6%	?	9%	0.0%	-1%	10	0%	?	-8%
COCCCNC(=O)c1c[nH]c2ccc(S(=O)(=O)N(C)c3ccccc3C)cc2c1=O	-3%	-1%	6%	-13%	-12%	0.5%	-6%	-4	3%	0%	4%
CCCCN(CC)CCCNC(=O)CC1Oc2ccccc2NC1=O (configuration not stated)	0%	-6%	nt	?	2%	0.2%	-16%	-1	3%	4%	-1%
N#Cc1c2c(c(NCCCN3CCOCC3)n3c1nc1ccccc13)CCC2	6%	-6%	10%	-16%	-1%	-0.5%	11%	-23	2%	10%	-2%
Fc1cccc(NC(=S)Nc2cccnc2)c1	3%	1%	0%	-3%	1%	-0.1%	-3%	-3	1%	0%	0%
CC(C)OCCCNC(=O)CNC(=O)c1ccc(Cl)c(Cl)c1	0%	-8%	-9%	-2%	2%	-0.3%	3%	1	6%	-1%	-8%
O=C(N/N=C/c1ccco1)c1cc(C2CC2)nc2ccccc12	-5%[46.1 µM]	nt	nt	-2%	-11%	0.4%	-5%	15	-3%	-8%	1%
CCCCCCCCn1cc(C(C)=O)c(=O)[nH]c1=O	-2%	-15%	-1%	-7%	10%	0.0%	-6%	-10	4%	5%	5%
COc1ccc(NS(=O)(=O)c2cccc(C(=O)NCC3(N(C)C)CCCCC3)c2)cc1	-2%	-1%	1%	6%	-3%	-0.8%	-7%	14	2%	3%	6%
Cc1ccc(S(=O)(=O)NCC(=O)N2CCOCC2)cc1	-7%	2%	-10%	11%	-3%	0.1%	18%	10	2%	1%	1%
O=S(=O)(c1ccccc1)N1N=C(c2cccs2)CC1c1ccc(F)cc1 (configuration not stated)	6%	-1%	3%	-1%	23%	0.6%	-10%	22	-16%	15%	-9%[0.46 µM]
Cc1cc(F)ccc1S(=O)(=O)Nc1ccc(O)c(Sc2ncn[nH]2)c1	8%	-6%	2%	4%	-5%	-0.3%	2%	-11	0%	-10%	-2%
Cc1cccc(NS(=O)(=O)c2ccc(NC(=O)CN(c3cc([N+](=O)[O-])ccc3C)S(C)(=O)=O)cc2)c1	-27%	0%	?	-12%	-1%	-0.9%	4%	-11	2%	?	-3%
CCOc1ccc(C(=O)CCC(=O)N2CCN(c3ccccc3O)CC2)cc1	5%	-6%	10%	?	nt	0.0%	7%	nt	3%	0%	6%
CCCCN(C(=O)c1cc(=O)[nH]c2ccccc12)c1c(N)n(CCC)c(=O)[nH]c1=O	3%	-3%	2%	3%	3%	-0.6%	-3%	6	-3%	-4%	2%
c1ccc(N(c2ccccc2)c2nc(-n3ccnc3)nc(-n3ccnc3)n2)cc1	-3%	-3%	10%	?	-25%	0.6%	-4%	-19	-9%	-7%	1%
COc1ccc(NC(=O)Cn2cnc3sc(C)c(S(=O)(=O)N4CCOCC4)c3c2=O)cc1Cl	12%	-4%	0%	1%	-7%	-1.0%	-12%	1	0%	-2%	1%
COc1ccc(O)c(/C=C(\C#N)C(=O)Nc2cccnc2)c1	0%[46.1 µM]	-1%	-1%	?	-2%	0.0%	-1%	-5	3%	3%	-6%
CC(Sc1n[nH]c(-c2ccccc2)n1)C(=O)c1c(N)n(C)c(=O)n(C)c1=O (configuration not stated)	1%	-3%	0%	-9%	-3%	-0.6%	-12%	3	1%	?	-4%
CCCCC(c1nnnn1CS(=O)(=O)c1ccc(C)cc1)N1CCC(C(N)=O)CC1 (configuration not stated)	-14%	-3%	10%	27%	-7%	0.2%	10%	-8	2%	-9%	1%
CN(Cc1ccc(Cl)cc1)C(=O)CNC(=O)C12CC3CC(CC(C3)C1)C2	3%	0%	-10%	?	25%	0.4%	-17%	-13	-1%	-5%	-1%
C/C(=C\c1ccccc1)CN(C)CCN(C)C	nt	nt	nt	-1%	2%	0.2%	17%	1	-1%	-1%	1%
CCOC(=O)c1c(NC(=O)/C=C\C(=O)O)sc(C)c1-c1ccccc1	-3%	-3%	-5%	1%	4%	0.1%	4%	-27	0%	?	2%
O=C(Nc1ccc(Cl)cc1)Nc1ccccc1NS(=O)(=O)c1cccs1	-4%[46.1 µM]	0%	1%	-1%	15%	0.1%	0%	-15	0%	5%	0%
COCCCNC(=O)c1c(F)c(F)c(F)c(F)c1F	-5%	-3%	2%	3%	-2%	-0.8%	19%	-7	0%	3%	0%
CCC1CCCCN1C(=O)c1ccc2nc(Cc3ccc(OC)cc3)oc2c1 (configuration not stated)	0%	-6%	5%	?	-2%	0.1%	-1%	-10	-11%	9%	3%
CCC(CC)NC(=O)CCc1nc2ccccc2c(=O)[nH]1	-12%	-2%	nt	11%	-4%	-0.8%	-2%	-16	5%	-5%	-2%

# Filtered by structure, those above with an aryl thioether with sulfur outside any ring.
SMILES	TCR activator	TSG101-PTAP inh	uPA generation	ELG1 DNA repair	Mito fusion yeast	B2AR arrestin	Eya2 inh	TSHR antagonist	USP2a block	BCR signal inh	Tb PFK block
Cc1cc(F)ccc1S(=O)(=O)Nc1ccc(O)c(Sc2ncn[nH]2)c1	8%	-6%	2%	4%	-5%	-0.3%	2%	-11	0%	-10%	-2%
CC(Sc1n[nH]c(-c2ccccc2)n1)C(=O)c1c(N)n(C)c(=O)n(C)c1=O (configuration not stated)	1%	-3%	0%	-9%	-3%	-0.6%	-12%	3	1%	?	-4%
